Screening data from PubChem.
HSF1 activator = HSF-1 activators, primary screen, NIH3T3-HGL cells, MG132 stress, luminescence, single point. NIH3T3-HGL HSF-1 luciferase reporter, 8 h; 100% = twice DMSO control signal. activation, % at 9 µM. 300,000 compounds, 1.7% hits;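 active means mean replicate activation of at least 50% with a set share of replicates each reaching 50%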;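 further: 0% = median of the neutral control wells and 100% = twice that signal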
Platelet DG rel = inhibitors of platelet dense granule secretion, primary screen, cell-based, MLPCN, human platelets; human platelet-rich plasma, SFLLRN dense granule ATP release, luminescence; inhibition, %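 (compounds screened at 7.5 µM in platelet-rich plasma)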; 300,000 compounds, 0.22% hits; AID 1663, 2009;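 active means mean replicate score, as percent of positive control, at or above 50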
GSK3beta inhib = human GSK3beta kinase inhibitors, primary screen, biochemical, cell-free homogeneous, HTS; Glycogen synthase kinase-3 beta (Homo sapiens), P49841; GST-GSK3beta kinase, ADP-Glo luminescence, 60 min; stronger effect = lower value; 300,000 compounds, 0.038% hits; activity score (negative = inhibition), % at 10 µM;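 active means more than half of replicate wells score below -50%, meaning over 50% inhibition versus plate controls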;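 further: 0% = median DMSO wells and -100% = median GW8510 positive control wells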
Target sequence (P49841 whole entry, looked up): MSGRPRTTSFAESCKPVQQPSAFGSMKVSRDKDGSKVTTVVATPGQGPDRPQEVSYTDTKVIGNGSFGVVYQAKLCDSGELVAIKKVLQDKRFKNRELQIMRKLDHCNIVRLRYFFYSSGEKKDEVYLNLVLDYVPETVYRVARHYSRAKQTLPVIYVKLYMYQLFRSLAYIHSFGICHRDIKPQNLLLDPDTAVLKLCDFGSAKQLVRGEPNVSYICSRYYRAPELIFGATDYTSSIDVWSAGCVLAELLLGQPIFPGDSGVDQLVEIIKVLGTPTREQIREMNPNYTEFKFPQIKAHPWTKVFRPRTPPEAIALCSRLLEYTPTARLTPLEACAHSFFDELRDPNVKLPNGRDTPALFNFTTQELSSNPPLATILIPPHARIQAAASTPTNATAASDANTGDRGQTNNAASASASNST
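Test system: GST-tagged human GSK3beta kinase, cell-free; evaluation: activity score scaled between in-plate DMSO and GW8510 controls; measured by: ADP-Glo luminescence; incubation: 60 min reaction, RT; benchmarks: DMSO and 20 µM GW8510; reagent: peptide substrate plus 25 µM ATP (final); medium: Tris/MgCl2 kinase buffer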
aSyn 5UTR inh = MLPCN primary screen, SNCA 5' untranslated region; alpha-synuclein 5'UTR reporter, inhibitor activity; 300,000 compounds, 0.82% hits; inhibition, % (tested at 7.5 µM); in the data active means inhibition above about 60%;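 further: H4 neuroglioblastoma cells stably carrying SNCA 5'UTR luciferase fusion; 0% = DMSO wells and 100% = positive control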
DYRK1A inh = rat Dyrk1A kinase inhibitors, primary screen, biochemical, single point, plate reader. Dual specificity tyrosine-phosphorylation-regulated kinase 1A (Rattus norvegicus), Q63470. ADP-Glo luminescence, NFATc1 peptide. inhibition, % at 12.5 µM. 310,000 compounds, 0.43% hits; in the data active means inhibition above about 50%;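 further: plate controls were vehicle with enzyme for no effect and no enzyme for full effect; many of its hits are not listed in these tables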
HSF1 inh = HSF1 inhibitors in luciferase reporter cells, primary screen, cell-based, NIH3T3, luminescence. AID 2098, 2009. activity change, negative = inhibition, % at 7.5 µM (by protocol). 300,000 compounds, 0.77% hits. NIH3T3-HGL HSE-luciferase, MG132-induced, luminescence 8 h; stronger effect = lower value;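 active means more than half of replicate wells show activity change below -50%, luminescence cut by over half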;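 further: luciferase reports HSF-1 transcriptional activity via heat shock element; 0% = median of DMSO wells and -100% = zero luminescence signal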
IEC-6 cytotox = cytotoxicity in IEC-6 intestinal epithelial cells, primary screen, cytotoxicity control for KLF5 inhibitor project, cell-based, luminescence. AID 1825, 2009. IEC-6 cytotoxicity, luminescence viability. 290,000 compounds, 0.78% hits. inhibition, % at 5 µM; in the data active means inhibition above about 22%;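 further: 0% = plate median of test compound wells and 100% = cytotoxic reference compound wells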
HSP90 refold inh = HSP90 inhibitors, primary screen, cell lysate, luminescence. AID 1789, 2009. Rabbit reticulocyte lysate, luciferase refolding luminescence, 3 h. 290,000 compounds, 0.91% hits. inhibition, % at 5.6 µM. Heat shock protein HSP 90 (rabbit reticulocyte lysate; luciferase refolding);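 active means inhibition above the screen-wide mean plus 3 SD, computed separately per campaign, cut at about 16% in these data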;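 further: 0% = DMSO wells and 100% = 60 µM geldanamycin wells; inhibitors lower the luminescence because luciferase stays unfolded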
GSK3A inh = blockers of GSK3A enzyme activity – biochemical, luminescence, cell-free homogeneous, HTS, primary screen; AID 2650, 2010; GSK-3 alpha kinase, ADP-Glo luminescence, 60 min; inhibition, % at 10 µM; 320,000 compounds, 0.1% hits; Glycogen synthase kinase-3 alpha (Homo sapiens), P49840;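 in the data active means inhibition above about 50%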;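 further: GST-tagged GSK-3 alpha with peptide substrate and 25 µM ATP; 0% = DMSO neutral wells and 100% = GW8510 positive control wells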
Target sequence (P49840 whole entry, looked up): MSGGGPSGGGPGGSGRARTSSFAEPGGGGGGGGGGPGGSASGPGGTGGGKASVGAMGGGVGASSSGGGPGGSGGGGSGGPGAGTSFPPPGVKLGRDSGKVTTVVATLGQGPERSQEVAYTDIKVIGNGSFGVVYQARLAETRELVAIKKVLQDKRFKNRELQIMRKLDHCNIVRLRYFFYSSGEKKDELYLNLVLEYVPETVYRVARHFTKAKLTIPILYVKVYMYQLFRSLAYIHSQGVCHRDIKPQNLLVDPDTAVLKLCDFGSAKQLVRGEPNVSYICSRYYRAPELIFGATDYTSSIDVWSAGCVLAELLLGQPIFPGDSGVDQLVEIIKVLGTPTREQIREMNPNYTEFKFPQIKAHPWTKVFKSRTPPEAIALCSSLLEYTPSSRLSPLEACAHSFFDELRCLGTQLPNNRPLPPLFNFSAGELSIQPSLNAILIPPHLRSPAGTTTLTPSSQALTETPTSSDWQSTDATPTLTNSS
KLF5 inh = KLF5 expression inhibitors, primary screen, DLD-1 cells, luminescence; DLD-1 KLF5 promoter-luciferase reporter; inhibition, % at 5 µM; 290,000 compounds, 0.23% hits;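 active means inhibition above a per-plate limit of that plate's mean compound inhibition plus 3 SD, cut at about 60% in these data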;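 further: 0% = DMSO wells and 100% = LY294002 at 200 µM; higher means less KLF5 promoter-driven luciferase light; inactives centre near -14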
An asterisk follows results filed as active; nt = no result given. Not all compounds are listed (hit frequency here may not be typical).

#	Compound	IEC-6 cytotox	aSyn 5UTR inh	GSK3A inh	HSF1 activator	HSF1 inh	HSP90 refold inh	Platelet DG rel	GSK3beta inhib	DYRK1A inh	KLF5 inh
1	CCCCCn1c(N2CCC(Cc3ccccc3)CC2)nc2c1c(=O)[nH]c(=O)n2C	-7	22	-2	19	8	1	-37	-9	2	-20
2	CCOC(=O)c1[nH]c(C)c(/C=N/O)c1C	-1	4	5	-26	-12	-1	2	-1	22	1
3	C/C(=N\O)C(=O)NCc1ccncc1	-9	-20	-1	-14	-9	-4	4	2	-2	-21
4	COc1ccc(C(c2sc3ncnn3c2O)N2CCN(c3ccccc3F)CC2)cc1OC (stereo not drawn)	9	19	-1	-10	-7	3	9	4	-4	-31
5	O=C(/C=C\Nc1ccc(S(=O)(=O)Nc2ncccn2)cc1)c1cccc2ccccc12	1	22	-2	-4	0	6	-5	2	nt	0
6	Cc1c(C(N)=O)sc2ncn(CC(=O)N(C)C3CCCCC3)c(=O)c12	-7	5	1	5	-4	0	10	1	-5	-25
7	CC(=O)Nc1cccc(NC(=O)CSc2nc3c(c(=O)n(C)c(=O)n3C)n2C)c1	-2	-10	1	21	1	-4	-26	-2	-5	2
8	CC1CCN(C(=O)C(C)c2ccc([N+](=O)[O-])cc2)CC1 (stereo not drawn)	3	9	nt	5	-1	2	12	2	-4	-32
9	CN(CC(=O)Nc1cccc(F)c1)C(=O)c1ccc2c(=O)n3c(nc2c1)CCC3	nt	5	0	2	-5	nt	3	-1	-9	nt
10	O=C(CSc1nc2c([nH]c3ccccc32)c(=O)n1-c1ccccc1F)NCC1CCCO1 (stereo not drawn)	4	15	-1	-19	-13	0	16	-5	-5	9
11	Cc1ccc(CSCC(=O)N2CCN(Cc3ccc4c(c3)OCO4)CC2)cc1	-5	25	2	17	-3	-8	nt	3	-6	-26
12	CSc1nnc(-c2sccc2OCc2ccccc2)n1C	-2	-5	-5	4	5	-1	4	1	5	-8
13	O=C(O)CCc1ccc(-c2ccc(F)cc2)n1NC(=O)c1ccco1	-1	-9	-1	35	3	1	5	-1	3	-13
14	CCCCS(=O)(=O)Nc1ccc2cn[nH]c2c1	-9	2	-2	-1	-8	-4	-21	2	nt	-1
15	CC(=O)OC1C(OC(C)=O)N(C(C)=O)C(=O)N1C(C)=O (stereo not drawn)	-6	-2	7	2	-4	0	-10	-12	3	1
16	COC(=O)C(C)Sc1ccc2nnc(-c3ccccc3)n2n1 (stereo not drawn)	-2	12	nt	-1	-4	1	11	-13	24	-20
17	O=C(Cn1ccc2cc(S(=O)(=O)N3CCCC3)ccc21)NCc1ccco1	-2	12	nt	3	2	-3	-3	-2	-3	-13
18	Cc1cccc(-c2noc(CSc3ccccc3)n2)c1	-1	-170	2	45	14	-5	1	1	3	-26
19	CCN1CCN(c2ncnc3sc(C(=O)Nc4ccccc4F)c(C)c23)CC1	0	1	0	-4	7	0	-1	-1	-2	-14
20	O=C(/C=C/c1cccc(Oc2ccccc2)c1)N1CCOCC1	-1	-95	7	46	25	-1	-2	1	-3	-37
21	CN1/C(=C\C=Nc2cc(S(=O)(=O)N3CCOCC3)ccc2N2CCOCC2)C(C)(C)c2ccccc21	-1	16	1	1	-4	4	0	-25	-1	23
22	CCOc1ccccc1NC1=NCC(=O)N1Cc1ccc(F)cc1	1	7	-1	0	-2	-5	4	-1	1	-21
23	COC(=O)c1cccc(NC(=O)CC2C(=O)NCCN2C(=O)Nc2ccccc2)c1 (stereo not drawn)	0	-1	0	0	-7	-4	9	0	-2	3
24	CCN(C(=O)Cn1c(=O)n(-c2cc(OC)c(OC)c(OC)c2)c(=O)c2ccccc21)c1cccc(C)c1	-8	-13	-2	-1	-2	4	-2	-3	-4	-3
25	COc1ccc(CNC(=O)C(c2ccco2)N(C(=O)Cc2cccs2)c2cccnc2)cc1 (stereo not drawn)	-3	-3	-3	-11	-4	-1	-1	0	-1	-1
26	CN(N)c1ccc2c(C(F)(F)F)cc(C(F)(F)F)nc2n1	0	-3	-3	0	4	-2	-5	-1	-2	-29
27	Cc1cc(C)cc(N(CC(=O)NC(C)(C)C)C(=O)CNC(=O)c2cccs2)c1	5	8	1	-1	-4	3	-11	1	2	10
28	Cc1nc2ccc(S(=O)(=O)NC(C(=O)NCc3ccc4c(c3)OCO4)C(C)C)cc2s1 (stereo not drawn)	6	16	0	1	7	1	-5	-4	-7	-14
29	O=C(O)CCCNC(=O)c1cncc(Br)c1	-3	10	3	10	1	0	-4	3	4	16
30	COc1ccc(/C=C2\C(=O)NCC(=O)N2C)cc1	2	4	-1	-8	1	2	0	2	-2	-22
31	CCOc1ccc(C(=O)Nc2c3c(nn2C(C)(C)C)CSC3)cc1OCC	4	16	0	-3	-3	1	4	3	0	-6
32	O=C(CSc1nc2ccccc2c(=O)n1Cc1ccc(Cl)cc1)NCc1cccs1	4	1	-1	-4	-4	1	0	3	2	5
33	Cc1ccc(N(C(=O)c2snc(C(N)=O)c2N)C(C(=O)NCC2CCCO2)c2ccc3ncccc3c2)cc1 (stereo not drawn)	2	-4	nt	-1	-1	1	4	2	3	-32
34	NS(=O)(=O)c1ccc(CCNc2ccnc3cc(Cl)ccc23)cc1	6	-7	-1	20	-1	1	-6	0	-4	-9
35	O=C(Nc1ccc(Cl)c(Cl)c1)NC1CCS(=O)(=O)C1 (stereo not drawn)	1	8	1	7	-1	5	-27	-1	19	-10
36	CC(=O)Nc1ccc(S(=O)(=O)Nc2nnc(Cc3ccc(Cl)cc3)s2)cc1	-1	-6	8	20	5	-2	4	nt	-9	-21
37	c1ccn2c(c1)nc1c2nc2ccccn21	-1	-189	2	nt	-6	8	0	2	24	-127
38	CCC(=O)c1ccccc1OCCCCn1cncn1	3	-1	1	-9	-6	-4	0	-1	1	-15
39	CC1CCc2cc(F)ccc2N1S(=O)(=O)c1ccc(F)cc1 (stereo not drawn)	0	-1	0	-1	2	-3	-1	2	3	-29
40	COc1cccc(NC(=O)[C@H](Cc2ccccc2)NC(=O)[C@@H]2Cc3ccccc3CN2)c1	1	-17	2	32	18	4	3	2	-1	-8
41	COc1ccc(-c2cc3cccc(OC)c3oc2=O)cc1	-2	1	0	26	-6	14	29	-5	-5	-12
42	COc1ccc([C@@H]2[C@@H]3C(=O)N(C(C)(C)C)C(=O)[C@@H]3[C@]3(Cc4ccc(Cl)cc4)C(=O)N(c4cccc(Br)c4)C(=O)N23)cc1	3	21	-2	1	1	6	-7	2	-25	-13
43	CCn1c(SCC(=O)N2CCC(C)CC2)nc2c1c(=O)n(C)c(=O)n2C	2	15	1	-4	-4	1	-21	2	20	8
44	COc1cc([N+](=O)[O-])ccc1NC(=O)Nn1cnnc1	-4	6	1	0	-1	-1	-8	0	5	-20
45	Cc1ccc(C(=O)/C=C/N(C)C)cn1	0	2	-1	7	-4	0	3	-21	3	-21
46	Cc1nc2c(C#N)c(C)[nH]n2c(=O)c1Cc1ccccc1	-2	-5	1	nt	nt	-4	-4	-7	-4	-9
47	Cc1ccc(OCC(=O)N(Cc2ccccc2)C(C)(C)C)c([N+](=O)[O-])n1	13	29	-2	5	1	-6	-6	0	4	8
48	Cc1c(Cl)cccc1NC(=O)C1COc2ccccc2O1 (stereo not drawn)	-2	-24	1	-23	-8	0	-12	-1	-3	-32
49	COc1cc2cnncc2cc1OC	7	-9	-16	20	-13	3	1	0	15	-4
50	Cc1cc(=O)[nH]c(SCC(=O)Nc2ccccc2C#N)c1C#N	3	-1	-3	3	5	-1	-3	2	3	-69
51	O=C(O)CCNS(=O)(=O)c1cccc(Br)c1	-3	2	-1	-5	3	4	-2	5	7	-8
52	O=C(NCc1ccccc1)c1csc2c1CCCC2	3	10	8	11	7	4	-7	3	2	-36
53	Cc1cc(Nc2ccccc2)nn1C(=O)c1ccc([N+](=O)[O-])cc1	-2	7	-2	-12	2	-3	2	1	-4	-10
54	Cc1ccc(S(=O)(=O)Nc2cc(C)cn(Cc3ccccc3)c2=O)cc1	2	8	-2	15	2	3	5	3	-3	-11
55	CCC(c1nnnn1Cc1ccc2c(c1)OCO2)N1CCN(c2ccccc2)CC1 (stereo not drawn)	3	13	0	-2	1	0	nt	3	8	-11
56	COc1ccc(CCNS(=O)(=O)CC23CCC(CC2=O)C3(C)C)cc1OC (stereo not drawn)	5	5	2	10	-2	3	6	-4	-4	-24
57	COc1cc2c(cc1NC(=S)NC(=O)/C=C/c1ccco1)oc1ccccc12	-6	-42	-2	1	7	1	-3	-1	-74	-39
58	CCC(C)c1ccc(NC(=O)C/C(C)=N/NC(=O)c2cnccn2)cc1 (stereo not drawn)	6	-63	-3	28	14	0	-5	4	2	-2
59	COc1ccc(C)cc1S(=O)(=O)N(CC(=O)Nc1cccc([N+](=O)[O-])c1)c1ccc(C)c(C)c1	-5	9	4	-28	-28	-5	3	-2	3	-22
60	CSc1ccccc1OCc1cc(C(=O)NC(C)Cc2cccc(C)n2)no1 (stereo not drawn)	-4	-44	-1	45	31	-1	11	-3	1	-97

Next entries.
#	Compound	IEC-6 cytotox	aSyn 5UTR inh	GSK3A inh	HSF1 activator	HSF1 inh	HSP90 refold inh	Platelet DG rel	GSK3beta inhib	DYRK1A inh	KLF5 inh
61	CSc1ccc(C(=O)NCC(=O)O)cc1[N+](=O)[O-]	-1	-13	0	-50	-34	0	-2	4	3	-12
62	CC1(c2ccc(Cl)cc2)NC(=O)N(CC(=O)N2CCCC2)C1=O (stereo not drawn)	-6	27	-1	10	-1	-5	-17	3	-5	1
63	Cc1c(NC(=O)COC(=O)Cc2ccc(Cl)cc2)c(=O)n(-c2ccccc2)n1C	3	-18	-20	10	-10	2	0	-1	-11	17
64	CCCCOC(=O)c1ccc(NC(=O)c2ccc(F)cc2F)cc1	nt	-43	-1	28	14	nt	-17	2	-3	nt
65	O=C(c1cnn2c(C(F)(F)F)cc(-c3ccccc3)nc12)N1CCOCC1	-2	4	-1	-1	0	-5	-5	1	0	-19
66	COc1ccc2nc(Nc3nc(-c4cc5ccccc5oc4=O)cs3)sc2c1	-2	-131	-1	-39	-31	1	-5	2	4	-6
67	O=C1NC(c2ccc(-c3ccccc3[N+](=O)[O-])o2)C(C(=O)c2ccc(F)cc2)C(O)(C(F)(F)F)N1 (stereo not drawn)	1	17	2	8	-4	6	-2	3	2	-24
68	O=C1CN(C(=O)/C=C/c2ccc(Cl)cc2)c2ccccc2N1	-5	-33	1	3	5	0	-1	0	2	-5
69	O=C(COC(=O)c1cc(F)cc(F)c1)Nc1cccnc1Cl	-2	-3	-7	2	-9	-3	-3	2	-8	-2
